Assay outcomes from PubChem.
Rtt109 HAT inh: inhibitors of Candida albicans Rtt109/Vps75 histone acetyltransferase | Q5AAJ8 | purified Rtt109/Vps75, ThioGlo CoA-SH fluorescence, 4 h | inhibition, % at 34.9 µM | 330,000 tested, 0.16% active | AID 540336;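 active = inhibition of at least 50% in every replicate; inconclusive = best replicate reaches 50% inhibition but some replicates fall short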
Target sequence (Q5AAJ8 whole entry, looked up): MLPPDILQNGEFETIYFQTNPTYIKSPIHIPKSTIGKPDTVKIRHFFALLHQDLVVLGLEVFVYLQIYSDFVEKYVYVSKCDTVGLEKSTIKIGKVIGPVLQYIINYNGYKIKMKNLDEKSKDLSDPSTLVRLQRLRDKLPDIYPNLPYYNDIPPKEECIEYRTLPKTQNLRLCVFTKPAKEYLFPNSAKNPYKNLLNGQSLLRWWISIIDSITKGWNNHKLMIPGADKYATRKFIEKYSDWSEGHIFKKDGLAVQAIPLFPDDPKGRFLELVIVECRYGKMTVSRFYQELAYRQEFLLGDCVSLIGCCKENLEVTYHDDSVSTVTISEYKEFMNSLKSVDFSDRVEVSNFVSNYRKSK
dFosB act: activators of mouse delta FosB homodimer; 340,000 tested, 0.99% active; activation, % at 25 µM; purified delta FosB, TAMRA-CDK5 oligo fluorescence polarization; percent of positive-control signal above neutral wells; P13346;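 active = mean activation above about 17%, with every replicate also reaching it, limit read from the data, passing the limit was not always enough; inconclusive = only one of the two conditions met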;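 note: fluorescence polarization rise as delta FosB binds a TAMRA Cdk5 AP-1 oligo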
Target sequence (P13346 whole entry, looked up): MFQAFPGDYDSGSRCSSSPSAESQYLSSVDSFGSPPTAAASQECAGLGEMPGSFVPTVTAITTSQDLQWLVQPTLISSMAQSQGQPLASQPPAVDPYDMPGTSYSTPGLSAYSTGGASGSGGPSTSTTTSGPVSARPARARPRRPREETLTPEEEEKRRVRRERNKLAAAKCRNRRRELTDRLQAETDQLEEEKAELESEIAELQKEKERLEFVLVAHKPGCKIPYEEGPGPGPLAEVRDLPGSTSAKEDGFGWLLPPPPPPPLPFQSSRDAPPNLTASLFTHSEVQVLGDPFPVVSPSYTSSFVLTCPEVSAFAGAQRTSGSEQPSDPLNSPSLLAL
Cardiac RTF inh: cardiac RTF calcium desensitization; P19429+P45379; IANBD-labeled cardiac RTF, Ca2+ fluorescence; inhibition, % at 7.15 µM; 340,000 tested, 0.12% active; AID 493244;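 active = inhibition above the mean inhibition of all tested compounds plus 3 SD, cut at about 17% in these data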;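 note: assay run at fixed EC70 calcium of 1.6 mM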
LANA DNA inh: inhibitors of KSHV LANA C-terminal domain DNA binding; MBP-C-LANA/FAM-LBS DNA binding, fluorescence polarization; AID 504423; inhibition, % at 9 µM; 340,000 tested, 0.078% active;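 active = highest replicate inhibition at or above 60% at 9 µM, even if other replicates fall short; inactive = all replicates below 60% inhibition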;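 note: 0% = neutral control wells and 100% = 4 µM acridine orange control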
PvdQ acylase: P. aeruginosa PvdQ acylase inhibition | purified PvdQ acylase, fluorescence plate reader | inhibition, % at 10 µM | 340,000 tested, 0.063% active | AID 488965; in the data active = inhibition above about 30%, passing the limit was not always enough; inconclusive = no clear call, values can overlap the other calls;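 note: 0% = vehicle neutral wells and 100% = reference inhibitor wells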
SUMO Mot1 rescue: inhibitors of SUMOylation pathway: yeast Mot1-301 growth rescue; AID 2716; 320,000 tested, 1% active; S. cerevisiae Mot1-301 growth rescue, ATP luminescence, 38.5C; percent above DMSO median, 100 means doubled; growth rescue, % at 18.8 µM;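 active = every valid replicate shows activation above 250% relative to neutral control wells; inactive = the rest, any valid replicate at or below 250%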;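 note: OY570 slx delta 5 strain wells were the positive control but not used for scaling; some compounds called inactive have numbers as strong as hits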
PfHsp90 set2: reduces growth (ATP signal) of yeast expressing P. falciparum Hsp90 | AID 504621 | S. cerevisiae expressing PfHsp90, BacTiter-Glo ATP, 48 h; yeast lacking PDR1 and PDR3 efflux regulators | 310,000 tested, 0.32% active | inhibition, % at 9.4 µM;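 active = every replicate shows inhibition above about 80%, whatever the replicate mean, limit read from the data; inconclusive = mean inhibition reaches the set limit but some replicate falls short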;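 note: 0% = DMSO neutral controls and 100% = 20 µM radicicol positive controls; yeast relying on Plasmodium falciparum Hsp90 in place of its own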
NSD2 HMT inh: inhibitors of human histone methyltransferase NSD2; inhibition, % at 12.5 µM; NSD2 peptide methylation, AlphaScreen, 120 min; O96028; 310,000 tested, 0.54% active; in the data active = inhibition above about 50%
RTF Ca sens act: increases calcium sensitivity of human cardiac regulated thin filaments. 340,000 tested, 0.24% active. activation, % at 7.2 µM. IANBD-labeled TnC RTF fluorescence at EC20 calcium; 0% EC20 calcium, 100% full calcium;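 active = activation above the mean over all tested compounds plus 3 SD, cut at about 30% in these data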;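 note: rise in fluorescence read as greater calcium sensitivity of cardiac thin filaments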
Keap1 Nrf2 FP: disrupts human Keap1 binding to Nrf2 peptide. Keap1 Kelch-Nrf2 peptide fluorescence polarization, 1536-well. 340,000 tested, 0.15% active. Q14145. inhibition, % at 9.4 µM; in the data active = inhibition above about 12%; inconclusive = no clear call, values can overlap the other calls; inactive = below about 7.3%;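 note: human Keap1 Kelch domain with fluorescein labeled Nrf2 9mer peptide probe; 0% = neutral control wells and 100% = peptide positive control; higher means more block of Keap1 binding to Nrf2 peptide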
CDK5 inh: CDK5/p35 (human) kinase inhibition; 330,000 tested, 0.01% active; inhibition, % at 10 µM; Recombinant CDK5/p35, ADP-Glo luminescence, 60 min;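 active = highest replicate inhibition of at least 50% and at least 75% of replicates reaching 50%; inconclusive = only one of the two criteria met; inactive = both criteria failed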;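 note: plate controls were DMSO neutral control for no effect and GW8510 at 10 µM for full effect; many of its hits are not listed in these tables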
Active calls of the source: *; u = inconclusive; x = not tested or not shown.

SMILES	Rtt109 HAT inh	dFosB act	Cardiac RTF inh	LANA DNA inh	PvdQ acylase	SUMO Mot1 rescue	PfHsp90 set2	NSD2 HMT inh	RTF Ca sens act	Keap1 Nrf2 FP	CDK5 inh
O=C(Cc1ccccc1)NC(NC(=O)Cc1ccccc1)c1cccc([N+](=O)[O-])c1	3	8	-15	0.5	-17	5	-2	-1	0	-6	-9.3
CC(C)CCNC(=O)C1CCN(C(=O)N(C)C)CC1	-26	-1	-9	2.2	-13	-15	-26	12	6	-1	-3.7
C/C(=N\OCc1nc2ccccc2c(=O)n1/N=C/c1cc([N+](=O)[O-])ccc1O)c1ccccc1	-6	-6	-16	0.2	-8	-8	0	x	1	-2	-0.4
Cc1ccc(NC2=C(Cl)C(=O)OC2OC(=O)c2ccco2)cc1 (stereo not given)	7	-2	1	-0.4	-9	-19	11	1	1	-3	1.4
O=C(O)C1CC(=O)N(Cc2ccc3c(c2)OCO3)C1 (stereo not given)	-11	5	0	-0.1	4	-21	x	-1	-6	-6	2.7
Cn1nnnc1SCC(=O)C(C)(C)C	-11	-4	-2	-0.4	-4	8	-7	-1	6	-5	-0.2
COc1ccc(NC(=O)Nc2ccc3nc(C)c(C)nc3c2)cc1	-1	-7	-8	2.4	-14	8	-26	3	9	-4	-0.3
CCCCCCNc1cc2n(c(=O)n1)CCc1cc(OC)c(OC)cc1-2	8	-10	1	-0.2	-8	-8	-28	0	4	-8	-0.1
Cn1cnc(S(=O)(=O)N2CCN(c3cccc(Cl)c3)CC2)c1	-5	-2	-11	-1.3	10	3	4	-5	-1	-1	-1.7
COCc1cc(C)nc(OCC(=O)N/N=C\c2cc(C)n(-c3cccc(C(F)(F)F)c3)c2C)c1C#N	7	-16	7	1.8	-11	705	5	0	1	-2	0.8
Cc1ccc(Nc2nc(C(=O)N3CCC(C(=O)NCc4ccccc4)CC3)cs2)cc1	30	-5	-7	-1.2	-4	-13	29	0	0	3	-0.2
O=C(N/N=C/c1ccc([N+](=O)[O-])o1)c1cn(-c2ccccc2)nc1-c1ccccc1	4	16	6	-0.4	-9	-9	6	1	8	-5	-4.6
COc1ccc(NC(=O)C(C)N2c3cccc4cccc(c34)S2(=O)=O)c(OC)c1 (stereo not given)	-9	-9	-3	-0.2	-13	-8	-4	-5	-12	-3	-0.1
O=C(NC1CCCc2ccccc21)C(Cc1ccccc1)NS(=O)(=O)c1cccs1 (stereo not given)	4	-2	-6	1.5	-11	-13	-1	-4	2	3	-0.4
CC(/C=C1\N=C(SCc2ccccc2Cl)SC1=O)=C\c1ccccc1	5	-7	4	0.3	0	10	-20	0	-8	1	-1.0
Cc1nc2nc[nH]n2c(=O)c1CCOC(=O)c1ccccc1F	-9	3	1	-1.0	5	92	0	2	2	2	-0.1
CCC1(c2ccc(F)cc2)NC(=O)N(CC(=O)Nc2cccc(S(=O)(=O)N3CCCCC3)c2)C1=O (stereo not given)	5	-5	5	-1.1	-1	205	7	-4	7	3	0.8
COc1ccccc1NC(=O)CC(=O)Nc1ccccc1OC	x	8	-5	-1.1	3	7	14	-3	1	-4	1.0
CCN(CC(=O)NCc1ccc(Cl)cc1)C(=O)CSc1ccccc1F	-6	-1	-3	0.5	-13	-1	x	2	-1	-5	-5.5
CCCS(=O)(=O)N1CCCC(c2nc(-c3cccc(OC)c3)no2)C1 (stereo not given)	16	-10	-4	0.3	4	30	3	-22	6	-2	1.8
COc1ccc2oc(=O)c(C(=O)NCc3ccc4c(c3)OCO4)cc2c1	-1	-1	5	-2.4	-12	5	33	0	-1	-8	-0.6
CN(C(=S)NC(=O)c1ccc(Br)o1)c1ccccc1	-3	3	0	0.0	9	-3	-6	0	4	-7	-8.1
COc1ccc(-n2c(C)nc3cc(C(=O)NCc4ccc5c(c4)OCO5)ccc32)cc1	4	-10	7	2.0	-16	0	-8	13	1	-2	0.9
CCSc1nnc(NC(=O)CSc2nnc(CNC(=O)c3ccccc3F)o2)s1	-10	u	-10	1.7	-5	25	-1	-4	6	-4	0.5
Cc1ccc(-c2noc(CCC(=O)NC3CCN(Cc4ccccc4)CC3)n2)cc1	0	-4	-4	0.5	1	x	-3	-2	-2	-1	0.5
CCN(CC)C(=O)CSc1nnc(-c2ccccc2)o1	-1	-10	-9	-0.8	-10	591	7	x	3	0	-4.1
CCOC(=O)N1CCN(C(=O)COc2cccc3c2CCN(Cc2ccccc2F)C3=O)CC1	7	0	5	1.4	15	-21	-29	-2	1	4	-1.1
COc1ccccc1NC(=O)CCc1nnc2ccc(N3CCN(C)CC3)nn12	-8	7	0	-0.6	-7	-11	16	-1	-4	-5	1.7
COc1cc2ccccc2cc1C(=O)O	2	-3	2	0.0	-7	-6	x	12	3	4	0.2
C/C=C(/C(=C/C)c1ccc(O)cc1)c1ccc(O)cc1	4	-4	11	0.1	-2	-5	-14	x	-4	-7	0.9
Cc1cc(C)c2nc(C(F)(F)F)c(C#N)c(N)c2c1	-3	8	-1	0.9	10	-24	-7	-13	-2	2	1.6
COc1ccc(C(=O)N(Cc2ccccc2)Cc2cc3cc4c(cc3[nH]c2=O)OCCO4)cc1	18	-1	-8	-1.3	-10	10	-9	0	-2	-7	-0.2
Cc1ccc(NC(=O)COC(=O)C2C3CC4OC(=O)C2C4C3)cc1 (stereo not given)	0	0	8	1.5	-12	19	23	-2	-3	-4	1.2
CCC(=O)N(Cc1cc2cc(OC)ccc2[nH]c1=O)c1ccc(C)cc1C	21	-3	3	-0.7	-7	52	-13	9	-8	3	0.3
N#CC(C(=O)OCc1ccccc1)c1nc2ccccc2nc1N1CCOCC1 (stereo not given)	6	-4	-3	2.4	16	-19	x	0	2	-3	0.3
CCOC(=O)c1sc(NC(C)=O)cc1C	-5	1	-8	-0.4	12	-5	-5	x	4	-5	-7.0
COc1ccc(NC(=O)CN(C)CC(=O)Nc2ccccc2SC)cc1Cl	-5	-2	9	0.8	3	-12	-16	-4	-4	2	-0.1
COCc1cc(=O)[nH]c(Nc2nc(C)c3ccccc3n2)n1	2	-54	-2	0.0	9	-15	x	0	-1	-1	-0.1
CC1=CC2=NC(=O)/C(=C\c3cccn3CCOc3ccc(C)c(C)c3)C(=N)N2O1	5	-10	-21	0.7	0	2	-2	-1	1	4	0.4
CCn1cc([N+](=O)[O-])c(C(=O)N2N=C(c3ccc4ccccc4c3)CC2c2cc(Br)ccc2O)n1 (stereo not given)	1	9	1	0.0	2	x	-33	x	7	0	-0.7
Cc1ccccc1Nc1nc(N)nc(CSc2n[nH]c(N)n2)n1	24	-2	3	0.3	4	-22	7	-3	-6	6	4.6
COc1ccc2c(c1)cc(C(=O)N[C@H](C(=O)N1CCC(C(=O)O)CC1)C(C)C)n2C	14	1	-10	-0.8	-12	12	-9	1	-3	-3	-1.3
COc1ccc(/C=N/n2cnnc2)cc1Cn1nc(C)c([N+](=O)[O-])c1C	0	-2	-2	-1.2	-15	4	-20	3	-4	-2	0.8
Cc1ccc(C(=O)NCC(=O)N2CCC3(CC2)NCCc2[nH]cnc23)cc1C	-2	-2	-6	-0.6	-13	-8	-3	4	3	-4	-0.4
Cc1nc2ccccc2c(=O)n1NC(=O)C1CCCCC1	13	0	-2	1.2	2	-1	-3	7	2	0	-0.2

Filtered by structure, those above with a Cl atom.
SMILES	Rtt109 HAT inh	dFosB act	Cardiac RTF inh	LANA DNA inh	PvdQ acylase	SUMO Mot1 rescue	PfHsp90 set2	NSD2 HMT inh	RTF Ca sens act	Keap1 Nrf2 FP	CDK5 inh
Cc1ccc(NC2=C(Cl)C(=O)OC2OC(=O)c2ccco2)cc1 (stereo not given)	7	-2	1	-0.4	-9	-19	11	1	1	-3	1.4
Cn1cnc(S(=O)(=O)N2CCN(c3cccc(Cl)c3)CC2)c1	-5	-2	-11	-1.3	10	3	4	-5	-1	-1	-1.7
CC(/C=C1\N=C(SCc2ccccc2Cl)SC1=O)=C\c1ccccc1	5	-7	4	0.3	0	10	-20	0	-8	1	-1.0
CCN(CC(=O)NCc1ccc(Cl)cc1)C(=O)CSc1ccccc1F	-6	-1	-3	0.5	-13	-1	x	2	-1	-5	-5.5
COc1ccc(NC(=O)CN(C)CC(=O)Nc2ccccc2SC)cc1Cl	-5	-2	9	0.8	3	-12	-16	-4	-4	2	-0.1

The listing continues:
SMILES	Rtt109 HAT inh	dFosB act	Cardiac RTF inh	LANA DNA inh	PvdQ acylase	SUMO Mot1 rescue	PfHsp90 set2	NSD2 HMT inh	RTF Ca sens act	Keap1 Nrf2 FP	CDK5 inh
CCc1ccc(NC(=O)CCCN2C(=O)C3CC=CCC3C2=O)cc1 (stereo not given)	-2	-4	-2	1.3	-8	3	3	-4	-2	-1	-0.2
Cc1ccc(-c2nnn(CC(=O)N(Cc3ccco3)C(C(=O)NC3CCCC3)c3cccs3)n2)o1 (stereo not given)	0	4	-11	0.8	-3	6	-1	-2	1	-2	-1.3
CC1CCCCN1CCCNC(=O)c1cc(Br)c(Br)[nH]1 (stereo not given)	-13	-7	-5	1.8	-12	16	x	3	0	2	1.0
O=C(O)c1cnn(-c2nc(-c3ccc(Cl)cc3)cs2)c1C(F)(F)F	-2	-2	1	-0.5	-4	-31	-13	0	-5	1	-1.4
Cn1c(C(=O)NCCN2CCCCCC2)cc2c(=O)n(C)c3ccccc3c21	-15	-22	-8	-13	-6	24	24	x	3	-5	-1.6
Cn1c(=O)c2c(nc(SCc3ccccc3)n2Cc2ccc(Cl)cc2)n(C)c1=O	1	-9	-3	3.1	-1	-1	-36	-1	8	1	-10
CCCC12CN3CC(C)(CN(C1)C3c1ccc(OC(C)C)cc1)C2=O (stereo not given)	4	0	-3	0.8	25	105	4	-1	-1	-2	0.6
Cc1ccc(N2CC(C(=O)Nc3cccc(C(=O)NC4CC4)c3)CC2=O)cc1 (stereo not given)	-5	-4	-2	1.3	-5	9	18	0	0	1	-0.7
O=C(CN(C(=O)CCC(=O)Nc1nccs1)c1ccc2c(c1)OCO2)NCc1ccccc1	-12	1	-9	-0.5	-9	105	-32	1	1	-5	0.2
